Source: PubChem BioAssay
LMNA splice mod – modulators of lamin A splicing. AID 1487. HeLa LMNA splicing GFP/RFP minigene ratio, 48 h. Potency, µM (highest dose often 46.1 µM), for the others: at the highest dose ratio change, negative = inhibition, hits mostly inhibitors. actives 0.01% (n = 200,000); active means well fitted inhibition curve with a large enough effect in the signal ratio, with a control signal flat, not every such curve was filed as active; inconclusive means small, poorly fitted or top-dose-only effect, or effect the other way, or a change in a side signal; the % refers to the signal ratio; further: potency means the concentration at half of the fitted maximal effect; on the % scale 0 is the no-effect control and ±100 the full control effect
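S3 HeLa cells stably expressing lamin A-EGFP splicing minigene plus DsRed2, 600 cells/well, 48 h compound exposure at 37C. Laser-scanning cytometry; analysed as GFP (500-530 nm)/RFP (575-640 nm) total intensity ratio; 0.5% DMSO vehicle.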
HTT ATP protect – protects HTT-Q103 PC12 cells, measured by ATP | PC12 HTT-Q103 induced, cytoprotection, ATP luminescence, 40 h | Potency, µM (highest dose often 56.4 µM), inactives show cytoprotection (ATP increase), most hits filed as activators | actives 0.14% (n = 230,000) | AID 1471;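 further: potency means the concentration at half of the fitted maximal effect; % of control where 0% means no effect; nearly all actives have a fitted effect of over 45% in size; toxic huntingtin expression switched on by the ecdysone agonist tebufenozide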
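Huntington model: PC12 line, ecdysone-inducible HTTQ103 exon1–GFP, tebufenozide 100 nM. Test articles in a dose series. Endpoint luminescence from cellular ATP.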
HTT aggregate – mutant huntingtin aggregation inhibition | actives 1.1% (n = 220,000) | Potency, µM (titrated, usually from 46.1 µM), for inactives: at the top dose activity change, negative = inhibition, most hits filed as inhibitors | PC12 HttQ103-GFP aggregates, Acumen cytometry, 40 h; further: potency means the concentration at half of the fitted maximal effect; on the % scale 0 is the no-effect control and ±100 the full control effect; nearly all actives have a fitted effect of over 60% in size
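PC12 cells with ecdysone-inducible HTT exon1 Q103-GFP, induced by 100 nM tebufenozide, given compounds in a concentration series. GFP aggregates (1–25 um, 6 SD above background) counted in lysates by laser-scanning cytometry, 488 nm excitation.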
KinaseGlo FLuc – Kinase-Glo luciferase inhibition (counter-screen); Q27757; Kinase-Glo luciferase, ATP luminescence, 8 min; Potency, µM (top dose mostly 38.3 µM), for the others: at the highest dose activity change, negative = inhibition, actives largely listed as inhibitors; actives 0.28% (n = 200,000); AID 1379; further: potency means the concentration at half of the fitted maximal effect; on the % scale 0 is the no-effect control and ±100 the full control effect; nearly all actives have a fitted effect of over 60% in size
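Compound is pinned into ATP-containing buffer (10 uM ATP, imidazole pH 7.2, 7 mM MgCl2). Kinase-Glo luciferase reagent is then added. Light output is recorded following an 8-min room-temperature incubation.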
IMPase Li inh – IMPase inhibition in cells with lithium potentiation; Potency, µM (doses to about 59.4 µM), for inactives: at the top dose activity, negative = IMPase inhibition, usual class: inhibitors; actives 0.35% (n = 210,000); CHO-M1 cells, IP1 TR-FRET (IP-One), carbachol + lithium; AID 1457;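 further: IP1 builds up when IMPase is blocked and the TR-FRET signal falls; potency means the concentration at half of the fitted maximal effect; plate controls were basal vehicle for no effect and high inhibitor control for full effect; nearly all actives have a fitted effect of over 50% in size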
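CHO cells stably expressing M1 receptor (2000/well) were cultured 16–30 h, then exposed to compounds with a small lithium addition for 30 min at 37C. IP1 was measured by TR-FRET competition; AC50 from Hill fits.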
SMN2 splice enh – increases expression of the SMN2 splice variant; actives 2.8% (n = 210,000); HEK293 SMN2-luciferase splicing reporter, luminescence, 30-36 h; Potency, µM (titrated, usually from 46.1 µM), for the others: at the top dose activity change, positive = activation, usual class: activators; AID 1458; further: potency means the concentration at half of the fitted maximal effect; % of control where 0% means no effect; nearly all actives have a fitted effect of over 55% in size
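qHTS luciferase splicing reporter: luminescence rises when SMN2 exon 7 is included in transfected HEK293 cells. Compound exposure lasted 30-36 h at 37C, with 4.5 mM final sodium butyrate as control, followed by a ONE-Glo read.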
CBFb-RUNX1 inh – blocks binding between human CBF-beta and RUNX1. AlphaScreen CBFb-His/RUNX1-biotin binding, biochemical. Potency, µM (top dose mostly 59.8 µM), for the others: at the highest dose activity, negative = inhibition, usual class: inhibitors. 230,000 tested, under 10 active; further: % of control where 0% means no effect
Target sequence (Q01196 whole entry, looked up): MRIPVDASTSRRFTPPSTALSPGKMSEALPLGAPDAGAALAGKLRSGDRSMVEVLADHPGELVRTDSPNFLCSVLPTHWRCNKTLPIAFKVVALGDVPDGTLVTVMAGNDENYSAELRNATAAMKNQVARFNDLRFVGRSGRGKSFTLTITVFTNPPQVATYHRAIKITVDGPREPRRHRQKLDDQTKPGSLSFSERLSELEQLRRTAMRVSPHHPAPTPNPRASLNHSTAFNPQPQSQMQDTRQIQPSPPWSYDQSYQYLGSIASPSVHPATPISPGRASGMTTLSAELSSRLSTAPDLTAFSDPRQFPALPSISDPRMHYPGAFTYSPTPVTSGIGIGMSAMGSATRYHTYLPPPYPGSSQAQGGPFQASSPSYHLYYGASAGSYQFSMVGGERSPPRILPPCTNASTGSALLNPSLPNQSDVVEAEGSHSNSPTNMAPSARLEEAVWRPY
Target sequence (Q13951 whole entry, looked up): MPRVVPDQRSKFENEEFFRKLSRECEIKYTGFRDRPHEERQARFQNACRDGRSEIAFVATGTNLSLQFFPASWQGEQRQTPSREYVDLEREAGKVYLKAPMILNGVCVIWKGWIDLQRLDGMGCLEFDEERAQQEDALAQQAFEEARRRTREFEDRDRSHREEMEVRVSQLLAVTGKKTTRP
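Compounds were screened at multiple concentrations against a preformed CBF-beta(His)/RUNX1(biotin) complex (30 nM of each) for 15 min at room temperature, followed by 90 min with nickel and streptavidin beads and AlphaScreen reading.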
* = called active by the depositor; ? = inconclusive; nt = not tested or not shown; & = joins results of further samples; [ ] = another dose, or the depositor's remark. Unless noted, the call rests on the fitted dose curve; in most records, active means well fitted curve in the direction sought with a large enough effect; inconclusive means small, poorly fitted or top-dose-only effect, or another doubt; inactive means no such curve, though single readings can be large; an effect the other way counts as inactive or inconclusive. Compounds as they come, and some 4% of all compounds hit somewhere here.

canonical_smiles | LMNA splice mod | HTT ATP protect | HTT aggregate | KinaseGlo FLuc | IMPase Li inh | SMN2 splice enh | CBFb-RUNX1 inh
CCN(CC)c1cc(C)c2cc(NC(=O)CNC(C)=O)ccc2n1 | 37% | -3% | -4% | 5% | -3%[38.3 µM] | -4% | 1%
CC(C)(C)NCC(O)c1ccc(O)c(CO)c1 (configuration not stated) | ? | -69%&19%[inhibitor] | 18% | -5%&-2%&-4%&-6% | 1%&4%&11%&6%&1% | -6%&-6%&18%&0%&29% | 17%&-5%&11%&12%
Cc1cc(=O)oc(C)c1C(=O)N1CCN(c2ccc(F)cc2)CC1 | -5% | 10% | -6% | -3% | 17%[38.3 µM] | 1% | 1%
CN(C)c1ccc(/C=C/C(=O)c2c(O)c3ccccc3oc2=O)cc1 | nt | 10%[10 µM] | -19%[9.22 µM] | nt | nt | nt | -1%
N/C(=N\OC(=O)c1cccnc1)c1ccccc1Cl | nt | -38%[inhibitor] | -9% | -6% | -10% | -33%[inhibitor] | 1%
Cc1ccsc1C(=O)N1CCC(N2CCC(C(=O)NCC3CCCO3)CC2)CC1 (configuration not stated) | 11%[46 µM] | 8%[10 µM] | 1%[9.22 µM] | 0% | 4% | nt | -1%
CCN(CC)S(=O)(=O)c1ccc(N2CCCC2)c(NC(=O)Cc2ccc(OC)cc2)c1 | nt | nt | 11% | 0% | 19% | -19% | -6%
Cc1oc(-c2cccc(Cl)c2)nc1CN1CCCC(C(=O)NCc2ccco2)C1 (configuration not stated) | -4% | -36% | -4% | -1% | 24%[38.3 µM] | -6% | -10%
CCOc1ccc(C(=O)NCc2ccncc2)cc1 | ? | -13% | -17% | -5% | -17%[38.3 µM] | -22% | -1%
Cc1ccc(C(=O)Nc2ccc(Br)c(C(F)(F)F)c2)cc1 | 14% | -35% | ? | -2% | 5%[38.3 µM] | 33% | 16%
CC(C)[C@@H](N)C(=O)O | ? | ? | 15% | -4%[39.9 µM] | 4% | nt | ?
O=C(NC1CCCC1)c1cnn2c(C(F)(F)F)cc(-c3ccco3)nc12 | 12% | -39%[inhibitor] | 1% | 2% | -7%[38.3 µM] | 0% | 1%
CC1CCCC2(C1)NC(=S)N(c1ccccc1)N2 (configuration not stated) | ? | 2% | 13% | -3% | 7%[38.3 µM] | -11% | -9%
Fc1ccc(-c2csc(NC3=NCCC3)n2)cc1 | 16%[46 µM] | -26% | -14% | 0% | 7% | 16% | -6%
CCOC(=O)c1ccc(S(=O)(=O)NNC(=O)COc2ccccc2C)cc1 | 0% | -65%[inhibitor][10 µM] | ? | 2% | 0% | 19% | 2%
CCOC(=O)C1CCCN(C(=O)c2cncc(Br)c2)C1 (configuration not stated) | 2% | -7% | -2% | 11% | 5%[38.3 µM] | -5% | 8%
Cc1ccc(NC(=O)c2ccc(NCCc3ccccc3)c([N+](=O)[O-])c2)cc1F | -22% | -7%[10 µM] | 28% | 1% | 0% | -19% | -1%
COc1cc(C(=O)N(Cc2ccccn2)CC2CCCO2)cc(OC)c1OC (configuration not stated) | -3% | -5%[10 µM] | -16% | 2% | 27%[38.3 µM] | 12% | 4%
COc1ccc(-c2noc(C3CCCN(C(=O)c4cccs4)C3)n2)cc1 (configuration not stated) | ? | -2%[10 µM] | -19% | 0% | 37%[activator][38.3 µM] | -10% | 2%
O=C(NC1CC1)c1cc(F)c(F)cc1Cl | 12% | -13% | 9% | 6% | 29%[38.3 µM] | -18% | 3%
Cc1ccc(-n2c(SCC(=O)NCCN3C(=O)CSC3=O)nnc2-c2ccccc2)cc1 | 5% | 2%[10 µM] | 9% | -4% | -4% | 8% | -11%
Cn1cnnc1SCC(=O)Nc1ccc2nc(SCc3ccccc3)sc2c1 | 11% | -58%[inhibitor] | ? | 2% | 1%[38.3 µM] | -9% | -27%
Cc1ccc(S(=O)(=O)N2CC=C(C(=O)NC3CC3)CC2)cc1 | nt | 20%[10 µM] | 7%[9.22 µM] | nt | nt | nt | 0%
COCCCNC(=O)c1ccc(NC(C)=O)cc1 | -8%[46 µM] | 30%[10 µM] | 18% | 5% | 4% | -2% | -8%
COc1ccccc1CNc1ncnc2ccc(-c3cccc(NS(C)(=O)=O)c3)cc12 | ? | -256%[inhibitor] | nt | nt | 18% | nt | nt
CCCNC(=O)NC(=O)COC(=O)c1oc2ccc(OCC)cc2c1C | 15% | -23% | 0%[9.22 µM] | 0% | 31%[activator][38.3 µM] | -8% | -3%
CCC(=O)NC(=S)Nc1ccc(NC(=O)COc2ccc(Cl)c(C)c2)cc1 | 9% | 20%[10 µM] | 15% | -1% | -1% | -18% | -6%
Cc1cc(C)n2c3c(c(C#N)c2n1)CCCC3 | 1% | -2% | -10% | -3% | -7%[38.3 µM] | nt | 2%
OCc1nc2ccccc2n1CCCOc1ccccc1 | 8% | 3%[1.9 µM] | 29% | 0% | 23%[38.3 µM] | 11µM* | -1%
O=C(NCc1cccnc1)c1ccc(N2CCOCC2)c([N+](=O)[O-])c1 | nt | -28% | 6%[9.22 µM] | -3% | -5% | -28% | -3%
CC(=O)NC1C(=O)N(CC(C)C)c2ccccc21 (configuration not stated) | 9% | 0%[10 µM] | 8% | 0% | -13%[38.3 µM] | -5% | -2%
O=c1[nH]c2cc(Cl)ccc2c(O)c1-c1cccc(Oc2ccccc2)c1 | nt | -14% | nt | 0% | 6% | nt | 2%
CCc1nnc(NC(=O)c2ccc(S(=O)(=O)N3CCOCC3)cc2)s1 | -10% | 4% | 24% | 0% | 1%[38.3 µM] | ? | 7%
Oc1c(Cl)cc(Cl)cc1CNn1cnnc1 | nt | -5%[10 µM] | -7%[9.22 µM] | -1% | 2% | nt | 12%
COCCn1c(SCC(=O)Nc2sccc2C(N)=O)nc2cc(Cl)ccc2c1=O | ? | 1% | -11% | nt | nt | nt | -4%
CCOc1[nH]n(-c2ccc(Cl)cc2)c(=O)c1C=Nc1ccc(C)cc1 | 9% | -9% | 14% | 2% | -3%[38.3 µM] | -20% | 3%
CN(C)c1nc(N)c([N+](=O)[O-])c(NCc2ccccc2)n1 | ? | -16%[10 µM] | ? | 0% | 6% | 16% | -5%
O=C(Nc1ccccn1)C12CC3CC(C1)CC(C(=O)Nc1ccccn1)(C3)C2 | -10% | -9%[10 µM] | -12% | 2% | 19%[38.3 µM] | nt | 4%
CCCc1c(C)c(C#N)c2nc3ccccc3n2c1NCCCN1CCOCC1 | 5%[0.0737 µM] | -37% | -8% | 0% | -7%[38.3 µM] | -35%[inhibitor] | 8%
CCOc1ccc(NC(=O)CSc2nc3c([nH]c4ccccc43)c(=O)n2C)cc1 | -1%[46 µM] | 32% | 26% | 2% | -21% | 9% | -1%
COc1ccc(NC(=O)C2CCCCN2N)cc1OCC(C)C (configuration not stated) | -4% | -16% | 19% | -3% | 19%[38.3 µM] | -15% | -1%
CCOC(=O)C(Cc1ccc(OC)c([N+](=O)[O-])c1)NC(=O)CCC(=O)Nc1ccc(OC)cc1 (configuration not stated) | 13%[46 µM] | 5%[10 µM] | -11%[9.22 µM] | 7% | 12% | -3% | 1%
Cc1[nH]nc2c1C(CCc1ccccc1)C(C#N)=C(N)O2 (configuration not stated) | -11% | -3% | -3% | -2% | -12%[38.3 µM] | -11% | 5%
Cc1noc(C(=O)Nc2cccc(O)c2)c1Cl | nt | -18%[10 µM] | -3%[9.22 µM] | nt | nt | nt | 9%
c1ccc(N=Nc2cn[nH]c2-c2ccco2)cc1 | 12%[46 µM] | 3%[10 µM] | -16% | 0% | 10% | -4% | ?
CCOCCCNCC(=O)N1CCN(S(=O)(=O)c2ccc(C)cc2)CC1 | -12% | -4%[10 µM] | 3% | 2% | 20% | 9% | 13%
CCOc1ccccc1NC(=O)c1ccc([N+](=O)[O-])cc1 | nt | -24%[10 µM] | -7%[9.22 µM] | -2% | 3% | nt | 4%
COC(=O)c1cc(C(=O)Nc2nnc(C3CC3)s2)cc([N+](=O)[O-])c1 | ? | -8%[10 µM] | -1% | -3% | -5% | -13% | -1%
O=C(Nc1ccc2c(c1)OCO2)C1COc2ccccc2O1 (configuration not stated) | 15% | 0% | -4% | 3% | -7%[38.3 µM] | ? | 4%
Cc1ccc(C(=O)NCC(=O)OCC(=O)c2ccc3c(c2)NC(=O)CO3)cc1 | nt | -39%[inhibitor] | 20% | -1% | 4% | 17% | 11%

Additional records follow.
canonical_smiles | LMNA splice mod | HTT ATP protect | HTT aggregate | KinaseGlo FLuc | IMPase Li inh | SMN2 splice enh | CBFb-RUNX1 inh
Cc1cccc(N=Nc2cnc(N)s2)c1 | nt | 8%[10 µM] | -9%[9.22 µM] | nt | nt | nt | -24%
CC(=O)Oc1ccc(Cn2cnc3cc4ccccc4cc32)cc1 | -12% | 11%[1.9 µM] | -1% | 4% | 15% | -31%[inhibitor] | 4%
Cc1ccc2c(=O)c(C(=O)NCc3cccs3)c[nH]c2c1 | -18% | -4%[1.9 µM] | -7% | -4% | 6% | -1% | 23%
N#Cc1c(-c2ccccc2Cl)cc(C2CC2)nc1N | 14% | -21% | -2% | nt | nt | nt | 2%
CCOc1cc(CNCc2ccncc2)cc(Br)c1OCc1ccc(F)cc1 | ? | 11%[10 µM] | -23% | 2% | -2% | -56%[inhibitor] | 18%
Cc1ccc(/C=N/NC(=O)CSc2nc3ccccc3n2C)s1 | 3% | -14% | 18% | 1% | -2%[38.3 µM] | 12% | -1%
Cc1ccc(S(=O)(=O)Oc2ccc(/C=C(/NC(=O)c3ccccc3)C(=O)NC(C)C(=O)O)cc2)cc1 (configuration not stated) | nt | -5%[10 µM] | -10%[9.22 µM] | nt | -1% | nt | 11%
Cc1ccc(-c2csc(NC(=O)C3=COCCO3)n2)cc1 | -20% | 9%[10 µM] | -10% | -1% | 3% | 14µM* | 1%
O=C(NCCCO)C(=O)NCc1ccncc1 | -1%[46 µM] | 0% | -20% | -2% | 0% | -8% | 1%
